Screening results deposited in PubChem by several laboratories.
CHRM5 PAM: positive allosteric modulators of human muscarinic M5 receptor; CHO-K1 hM5, Fluo-8 calcium, ACh EC20 PAM; 0% = ACh EC20, 100% = ACh EC100; activation, % at 3 µM; 360,000 tested, 0.3% active; AID 624038;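 active = activation above the run cutoff, the mean activation of all test compounds plus 3 SD, cut at about 18% in these data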
Target sequence (P08912 whole entry, looked up): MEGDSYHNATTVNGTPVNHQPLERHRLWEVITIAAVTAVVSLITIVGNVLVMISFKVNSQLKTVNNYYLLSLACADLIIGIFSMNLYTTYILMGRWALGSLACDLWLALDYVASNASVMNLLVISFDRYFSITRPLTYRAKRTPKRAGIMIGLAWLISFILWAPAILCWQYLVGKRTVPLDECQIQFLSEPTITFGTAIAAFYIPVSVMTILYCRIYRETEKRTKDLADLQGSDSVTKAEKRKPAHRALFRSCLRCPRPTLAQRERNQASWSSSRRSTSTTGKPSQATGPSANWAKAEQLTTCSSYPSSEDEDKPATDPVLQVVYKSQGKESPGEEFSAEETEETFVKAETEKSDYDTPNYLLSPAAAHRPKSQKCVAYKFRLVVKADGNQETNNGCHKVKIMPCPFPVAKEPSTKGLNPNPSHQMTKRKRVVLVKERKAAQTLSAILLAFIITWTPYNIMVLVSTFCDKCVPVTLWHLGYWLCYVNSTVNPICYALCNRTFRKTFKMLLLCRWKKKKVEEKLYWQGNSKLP
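Test system: CHO-K1 hM5 cells / Doses: single-point, 3 µM nominal / Times: Post-acetylcholine fluorescence recording 140 s / Technique: Fluo-8 calcium fluorescence / Measure: Max/basal fluorescence ratio as % of EC20–EC100 ACh window / Benchmarks: low control EC20 acetylcholine (0%), high control EC100 acetylcholine (100%) / Replicates: one well per compound, no replicates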
CHRM5 agonist: CHRM5 agonism in calcium assay; P08912; activation, % at 3 µM; AID 624037; CHO-K1 hM5 cells, Fluo-8 calcium fluorescence; 0% DMSO wells, 100% maximal acetylcholine response; 360,000 tested, 0.19% active;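 active = activation above the run's mean over test compounds plus 3 SD, cut at about 23% in these data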;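 also: signal is peak over basal fluorescence ratio across the kinetic read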
CHRM1 PAM: potentiates human M1 receptor response to acetylcholine. P11229. CHO-K1 hM1, Fluo-8 calcium fluorescence, ACh EC20; 0% = ACh EC20, 100% = maximal ACh. activation, % at 3 µM. 360,000 tested, 0.088% active. AID 588819; in the data active = activation above about 19%, passing the limit was not always enough
M5 antag: blocks acetylcholine activation of human M5 receptor; CHO-hM5 cells, Fluo-8 calcium fluorescence, ACh EC80; 360,000 tested, 0.59% active; inhibition, % at 3 µM; P08912;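 active = inhibition above a per-plate cutoff, the mean of that plate's test compounds plus 3 SD, cut at about 27% in these data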;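 also: 0% = acetylcholine EC80 with DMSO and 100% = DMSO without agonist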
CRFBP-R2 block: blocks CRF-induced signaling of the CRF-BP/CRF-R2 complex; HEK293 CRF-R2/CRF-BP, CRF-induced calcium fluorescence; inhibition, % at 11.8 µM; 350,000 tested, 0.59% active; AID 588475;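 active = inhibition of the ligand-induced calcium signal above about 50% at the single tested concentration, limit read from the data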
CHRM4 agonist: CHRM4 agonism in calcium assay. P08173. 360,000 tested, 0.14% active. AID 624127. activation, % at 3 µM. CHO-K1 hM4/Gqi5, Fluo-8 calcium fluorescence; vehicle 0%, full acetylcholine response 100%;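 active = activation above the run mean over all test wells plus 3 SD, cut at about 32% in these data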;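 also: peak over basal fluorescence ratio per well then scaled between controls; 0% = DMSO wells and 100% = acetylcholine at EC100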
Target sequence (P08173 whole entry, looked up): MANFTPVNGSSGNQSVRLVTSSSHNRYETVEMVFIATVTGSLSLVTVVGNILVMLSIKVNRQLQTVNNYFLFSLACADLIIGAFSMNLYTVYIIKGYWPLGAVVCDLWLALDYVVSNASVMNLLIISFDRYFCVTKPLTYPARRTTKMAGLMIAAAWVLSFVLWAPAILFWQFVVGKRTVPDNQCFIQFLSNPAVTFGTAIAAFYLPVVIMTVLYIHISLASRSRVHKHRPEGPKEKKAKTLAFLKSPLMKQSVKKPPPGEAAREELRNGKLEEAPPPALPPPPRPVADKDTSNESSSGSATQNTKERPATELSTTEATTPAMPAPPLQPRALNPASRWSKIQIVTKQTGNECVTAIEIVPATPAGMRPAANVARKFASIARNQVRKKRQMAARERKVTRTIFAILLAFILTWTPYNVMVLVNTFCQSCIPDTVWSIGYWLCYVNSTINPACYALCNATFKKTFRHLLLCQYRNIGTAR
CRFBP-R2 agonist: CRF-BP/CRF-R2 complex agonism; HEK293 CRF-R2/CRF-BP, calcium dye fluorescence (FLIPR); percent of saturating CRF peptide response; 350,000 tested, 0.46% active; activation, % at 13.2 µM;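 active = activation of at least 50%, plus an integration ratio under a set limit after plate pattern correction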;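 also: plate controls were neutral control wells without compound for no effect and CRF at EC100 for full effect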
M4 PAM: potentiates acetylcholine response at human M4 receptor | AID 624126 | activation, % at 3 µM | 360,000 tested, 0.4% active | CHO-K1 hM4/Gqi5, Fluo-8 calcium fluorescence, ACh EC20; 0% = ACh EC20, 100% = maximal ACh | P08173;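 active = activation above its plate's cutoff, the mean activation of sample wells plus 3 SD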; also: some results filed as inactive read as strong as hits
M4 antag: blocks acetylcholine activation of human M4 receptor; CHO-hM4 cells, ACh EC80, Fluo-8 calcium fluorescence; 360,000 tested, 0.73% active; inhibition, % at 3 µM; AID 624125; P08173;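 active = inhibition above its plate's cutoff, the mean inhibition of sample wells plus 3 SD, cut at about 27% in these data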;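 also: 0% = acetylcholine EC80 with DMSO and 100% = DMSO without agonist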
Starred values were filed as active, the others as inactive; x = no result given.

CRFBP-R2 block,CHRM5 agonist,M4 PAM,CHRM1 PAM,M5 antag,CHRM4 agonist,M4 antag,CHRM5 PAM,CRFBP-R2 agonist,SMILES
1,0,11,3,4,1,-12,2,-0.5,CC(C)C[C@H](NC(=O)N1CCn2c1nc1ccccc12)C(=O)N[C@@H](C(=O)O)c1ccccc1
9,1,-2,13,4,2,-2,0,-2.0,O=C(N/N=C/c1ccc(Br)s1)c1ccncc1
20,3,8,20,5,1,-4,4,-2.5,CN=c1c([N+](=O)[O-])nn(-c2ccc3c(c2)OCCO3)n1O
10,-12,-1,-4,15,2,-15,-45,2.9,Cc1cc(Cn2nnc(-c3ccc(Br)cc3)n2)cc(C)c1O
-14,0,6,8,5,1,-6,-1,0.5,Nc1ncnn1Cc1ccccc1
1,-1,-1,-2,15,-1,-7,-2,-0.9,O=C(Nc1ccccc1C(=O)O)c1ccc(CN2C(=O)c3ccccc3C2=O)cc1
-1,0,4,7,5,1,3,-6,-0.2,COc1ccc(/C=N/N2C(=O)C3C4C=CC(CC4)C3C2=O)c(OC)c1 (stereo not given)
-7,0,13,3,-7,0,-6,10,1.3,CCOc1ncccc1C(=O)OCC(=O)N1CCC(C)CC1
6,3,-4,13,2,-1,1,9,-0.1,O=C(CN1CCCCC1)Nc1ccc(C(F)(F)F)cc1Cl
1,-2,-3,4,5,0,-3,-4,3.4,Cc1cc(C)c(S(=O)(=O)NCC(c2ccco2)N2CCc3ccccc3C2)c(C)c1 (stereo not given)
x,-2,-15,x,13,14,33*,-23,x,COc1ccccc1CCn1cnc(Cc2ccccc2)c1C(C)C
-10,1,0,0,4,0,1,-3,-6.1,COC(=O)C(NC(=O)c1ccco1)(Nc1cc(C)ccn1)C(F)(F)F (stereo not given)
-6,43*,6,4,37*,2,-11,-24,1.9,Cc1ccc2cc(CN(CCN(C)C)C(=S)Nc3ccccc3)c(=O)[nH]c2c1C
7,-1,-5,5,-7,1,8,-7,0.1,O=C(O)CN1CCN(Cc2ccccc2Cl)C1=O
-10,-1,-3,0,-1,0,2,-2,1.5,O=C(O)CCCN=C1NC2(CCCC2)Cc2ccccc21
11,-1,8,1,-2,0,-6,1,0.2,Cn1c(=O)c2c(nc(Sc3ncnn3CC(=O)N3CCOCC3)n2C)n(C)c1=O
1,4,-4,19,0,1,-5,7,4.3,COc1ccc2oc(=N)c(C(=O)Nc3ccc(Cl)cc3)cc2c1
4,0,-2,3,2,-1,2,0,-5.6,COc1ccc(CNC(=O)CC2C[C@H](C(=O)N(C(C)C)C(C)C)[C@@]3(C)c4[nH]c5ccccc5c4CCN3C2=O)cc1OC (stereo not given in full)
x,3,-7,-5,5,15,-7,-8,x,O=C(Nc1cccc(Cl)c1Cl)c1csc([C@H]2C[C@H](O)[C@@H](CO)O2)n1
-8,3,-1,7,4,4,2,-4,0.2,CC(OC(=O)CCCc1c[nH]c2ccccc12)C(=O)Nc1ccc(S(N)(=O)=O)cc1 (stereo not given)
-1,1,-8,5,-5,1,-8,3,-0.1,O=C(CN1C(=O)NC(Cc2c[nH]c3ccccc23)C1=O)Nc1cccc(S(=O)(=O)N2CCOCC2)c1 (stereo not given)
14,1,-6,2,1,0,2,0,0.8,COC(=O)c1cn(NC(=O)c2ccc(OC)c(OC)c2)c(=O)c2ccccc12
-35,-6,0,11,-8,-4,-5,1,-4.8,O=C(NCCCn1ccnc1)c1nn2c(C(F)(F)F)cc(-c3ccc(Br)cc3)nc2c1Cl
1,5,9,10,8,2,-1,-5,0.5,NC(=O)C1CCCN(C(=O)c2ccc(S(=O)(=O)N3CCCCCC3)cc2)C1 (stereo not given)
58*,-2,-1,6,3,3,1,1,0.1,O=C(Nc1ccc(Cl)cn1)c1cccc(S(=O)(=O)N2CCCC2)c1
9,0,9,3,-4,1,11,-2,-1.9,Cc1cccc(C)c1NC(=O)N1CCC(N2CCCCC2)CC1
-12,4,0,6,8,2,-5,-4,-0.7,COc1ccc(CCNC(=O)C2CCCN2S(=O)(=O)c2ccc(F)cc2)cc1OC (stereo not given)
2,0,0,5,8,2,-4,-3,-0.9,O=C(N/N=C/c1oc(O)c2ccccc12)c1ccccc1O
-7,-4,0,8,10,0,-1,-5,0.7,CCCCn1c(SCC(=O)c2ccc(O)cc2O)nc2cc(S(N)(=O)=O)ccc21
14,-2,-3,6,16,1,9,-7,-0.5,NC(=O)c1ccc(NC(=O)COC(=O)c2ccc([N+](=O)[O-])cc2)cc1
7,0,-2,1,-1,2,3,1,-0.7,NC(=O)c1ccc(NC(=O)CN2CCN(S(=O)(=O)c3ccc4ccccc4c3)CC2)cc1
4,0,3,5,11,2,8,0,-0.4,c1ccc(-c2cn(CC3CCCCC3)nn2)cc1
3,-4,2,1,13,1,-2,-7,-0.9,COc1ccc(CNC(=O)CN2C(=O)CSc3ccc(S(=O)(=O)N4CCOCC4)cc32)cc1
19,2,3,1,0,1,-6,4,0.6,Fc1ccccc1N1CCN(c2nc3ccccc3n3nnnc23)CC1
1,0,6,2,3,0,-2,-1,-2.7,CC1=C(C(=O)OC(C)C)C(c2ccco2)NC(=O)N1 (stereo not given)
2,2,1,1,3,3,-2,-4,-0.9,CCOc1cc(N2CCOCC2)c(OCC)cc1NC(=O)COC(=O)CCc1c[nH]c2ccccc12
-6,-2,10,9,3,3,-5,3,1.1,Cc1nc2ccc(C(=O)O)cc2nc1C
2,-2,9,7,-12,2,-2,7,0.9,CC12CCC(=O)N1C(C(=O)OCC(=O)Nc1ccc(S(N)(=O)=O)cc1)CS2 (stereo not given)
-2,-3,8,9,-7,2,-12,-4,0.3,O=C(CO)N/N=C/c1c2ccccc2cc2ccccc12
-18,-2,0,9,3,0,5,-5,-0.7,Cc1ccc(-n2ncc3c(NCCCN4CCCC4=O)ncnc32)c(C)c1
5,2,2,6,-2,1,1,1,1.4,COc1ccccc1-n1cnnc1SCC(=O)Nc1cc(C)on1
-17,-4,-1,2,0,2,-7,0,1.3,COc1ccc(Br)cc1CNC(C)c1ccccc1 (stereo not given)
-11,-2,-6,11,13,6,-3,-7,-0.9,Cc1ccc(C(C)(C)C)cc1S(=O)(=O)N1CC(=O)Nc2ccccc21
-4,0,-3,4,-1,0,-6,-3,1.1,O=C(CSc1nc2[nH]ncc2c(=O)[nH]1)NCCc1ccccc1
-10,2,3,0,16,1,1,-1,1.8,COc1ccc(NC(=O)N(C)[C@H]2C[C@H]3c4[nH]c5ccccc5c4CCN3C(=O)[C@H]2CO)cc1
20,0,-4,0,2,0,6,0,0.1,O=c1cc(CN2CCN(c3ccccc3F)CC2)c2cc(O)c(-c3ccccc3)cc2o1
18,1,13,21,12,0,-9,-1,-1.8,COc1ccc(C(=O)c2c3ccc(C(F)(F)F)cc3[n+]([O-])n2CCCC(N)=O)cc1
-21,-5,5,14,13,2,3,0,-0.1,CN(c1nc2ccccc2[nH]c1=O)C1CCCCC1
0,3,1,15,3,0,-6,10,-0.2,COc1cc([N+](=O)[O-])ccc1NC(=O)CN1CCCC1
1,-5,2,5,7,0,-3,-3,-0.4,NC1=NC(=O)C(Cc2ccc(Br)cc2)S1 (stereo not given)
-31,-2,5,12,11,5,-11,-5,-1.1,CC(=O)c1cccc(NC=C2C(=O)OC3(CCCCC3)OC2=O)c1
-2,-3,5,13,4,1,-1,1,0.3,Cc1ccc(S(=O)(=O)N2CCN(CCNC(=O)C(=O)NCc3ccccc3)CC2)cc1
-7,0,1,5,12,0,-8,-7,2.0,CC[C@]12c3[nH]c4ccc(Cl)cc4c3CCN1C(=O)[C@@H](CC(=O)NCCN1CCOCC1)C[C@@H]2C(=O)N1CCN(C(=O)C2CC2)CC1
-2,0,-2,-10,15,14,-10,-12,0.7,CCOC(=O)c1ccc(Nc2nc(C)cc(C)n2)cc1
15,0,-2,-1,-1,1,-5,-3,1.7,O=C(CSc1n[nH]c(-c2cc(Cl)ccc2Cl)n1)NCCN1C(=O)CSC1=O
0,5,-5,1,-8,1,9,8,-0.4,Cc1ccc(S(=O)(=O)n2c(C)nc3cc(C)ccc32)cc1

Continuation:
CRFBP-R2 block,CHRM5 agonist,M4 PAM,CHRM1 PAM,M5 antag,CHRM4 agonist,M4 antag,CHRM5 PAM,CRFBP-R2 agonist,SMILES
-2,-7,17,20,-6,0,-20,9,0.5,COc1ccc(C(CNC(=O)c2ccc(OC)c(S(=O)(=O)N3CCCC3)c2)N2CCCC2)cc1 (stereo not given)
12,-2,3,-1,-4,1,-18,5,2.9,COc1cc(C(=O)N2CCSCC2)ccc1OC1CCN(C(C)=O)CC1
-39,-1,6,3,12,0,-3,-6,1.5,COc1ccc(-c2nc3cc(NC(=S)NC(=O)Cc4ccccc4)ccc3o2)cc1
3,-1,-3,1,7,1,-2,-1,-0.2,COc1ccc(CN(CC2CCC(C(=O)O)CC2)C(=S)Nc2cc(Cl)ccc2OC)cc1 (stereo not given)
12,-4,2,3,11,2,-4,-6,-0.8,CCOC(=O)N1CCC(N2Cc3cccc(C(=O)Nc4ccc(N(CC)CC)cc4C)c3C2=O)CC1
10,0,-1,2,-1,0,2,0,-1.6,CCC(=O)Nc1ccc(NC(=O)Cc2ccccc2)cn1
5,-4,0,1,3,0,3,-2,-0.5,COc1ccc(OCCCC(=O)Nc2nncs2)cc1
-20,0,8,5,2,0,1,7,-2.9,COc1ccc(C)cc1NC(=O)NNC(=O)C1CCC(C(C)(C)C)CC1 (stereo not given)
4,0,4,9,8,2,2,1,0.4,C[C@H](CO)N1C[C@H](C)[C@@H](CN(C)C(=O)Nc2ccccc2)Oc2ccc(NC(=O)C3CCCCC3)cc2C1=O
10,0,-1,0,-8,1,-4,7,-2.3,CC(O)Cc1nsc(NC(=O)c2ccc(Br)o2)n1 (stereo not given)
-57,1,-8,-2,2,6,1,0,3.2,Fc1ccc(Nc2ccnc(Nc3ccc(F)cc3)n2)cc1
-10,1,-11,-17,-3,12,-4,-8,0.1,O=C(Nc1ccccc1C(=O)NCc1ccco1)Nc1cccc2ccccc12
6,3,0,-5,-16,1,2,19*,-2.3,Cc1ccc(S(=O)(=O)N2CCCC2C(=O)NCc2ccccc2Cl)cc1 (stereo not given)
-28,-4,-5,-4,-1,6,7,-6,-0.1,O=C(NCCN1CCN(c2ccccc2)CC1)c1cccc(Br)c1
1,-5,4,11,13,0,-3,2,0.1,CC1=C(C(=O)Nc2ccccc2)C(c2cccs2)NC(=O)N1 (stereo not given)
7,-3,6,16,0,1,-10,-3,0.3,O=C(NCCCn1ccnc1)c1cc(Cl)cc(Cl)c1
